# Screening data deposited in PubChem BioAssay by National Center for Advancing Translational Sciences (NCATS).
# FEN1 inhibitor = qHTS Assay for the Inhibitors of Human Flap endonuclease 1 (FEN1); P39748; Recombinant FEN1 flap cleavage, fluorescence, 15 min; Potency, µM (series often up to 114 µM), without a hit: at the highest dose activity change, negative = inhibition, hits mostly inhibitors; hit rate 0.35% among 390,000; AID 588795, 2011; also: nearly all actives have a fitted effect of over 65% in size
# Target sequence (P39748 whole entry, looked up): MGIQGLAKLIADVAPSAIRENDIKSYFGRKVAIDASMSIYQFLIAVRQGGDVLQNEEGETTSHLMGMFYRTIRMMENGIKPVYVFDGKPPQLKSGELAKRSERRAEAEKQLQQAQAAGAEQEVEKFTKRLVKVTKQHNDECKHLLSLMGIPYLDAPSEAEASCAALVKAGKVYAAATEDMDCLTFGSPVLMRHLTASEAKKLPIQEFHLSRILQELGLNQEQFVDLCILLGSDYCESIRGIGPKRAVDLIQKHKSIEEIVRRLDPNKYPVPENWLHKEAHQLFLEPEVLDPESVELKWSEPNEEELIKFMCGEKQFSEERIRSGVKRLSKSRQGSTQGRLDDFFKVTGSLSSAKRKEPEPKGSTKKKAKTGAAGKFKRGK
#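 Read-out was taken twice, immediately and after 15 min, following addition of 50 nM substrate to 10 nM FEN1 that had sat with test compound for 15 min at room temperature. Curves came from a four-parameter Hill model.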
# KAT2A inh = qHTS Assay for Inhibitors of GCN5L2; GCN5L2 HAT assay, ThioGlo1 CoA-SH fluorescence; AID 504327, 2011; hit rate 0.21% among 390,000; Histone acetyltransferase KAT2A (Homo sapiens), Q92830; Potency, µM (highest dose often 58.9 µM), for the others: at the top dose activity change, negative = inhibition, usual class: inhibitors
#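 Preincubate 20nM GCN5L2 with compound 15 min, RT → add 50uM ThioGlo1 + 75uM H3(1-25) + 70uM acetyl-CoA → read fluorescence 0 and 20 min. Primary qHTS; fluorescent artifacts likely.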
# DT40 TDP1 CPT = qHTS for Inhibitors of human tyrosyl-DNA phosphodiesterase 1 (TDP1): qHTS in cells in presence of CPT. chicken DT40 Tdp1-/-;hTDP1 cells + 20 nM CPT, ATP luminescence, 48 h. Potency, µM (highest dose often 46.2 µM), inactives show at the top dose activity change, negative = growth inhibition, most hits filed as inhibitors. hit rate 12% among 420,000. AID 686979, 2013; also: nearly all actives have a fitted effect of over 55% in size
#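 Chicken DT40 Tdp1-/- cells complemented with human TDP1, 400 cells/well, exposed to compounds plus 20 nM camptothecin for at least 48 h at 37 C; viability read as ATP content by CellTiter-Glo luminescence.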
# An asterisk follows results filed as active; ? = inconclusive; · = no result given; & = joins results of further samples. Calls follow the shape of the dose curve; as a rule, active = well fitted curve in the direction sought with a large enough effect; inconclusive = small, poorly fitted or top-dose-only effect, or another doubt; inactive = no such curve, though single readings can be large; an effect the other way counts as inactive or inconclusive. % is scaled to controls: 0 for no effect and ±100 for the full control effect; potency is read from the fitted curve at half-maximal effect. Some of the compounds tested (hit frequency here may not be typical).
SMILES,FEN1 inhibitor,KAT2A inh,DT40 TDP1 CPT
COc1ccc(CN(C(=O)c2cc3ccccc3oc2=O)C2CCCC2)cc1,-17%,-2%,-27%
CCOc1ccc(NC(=O)C(CC)NC(=O)c2ccccc2CO)cc1 (stereo unspecified),-1%,-7%,3%
C=C[C@H]1[C@H](OC2OC(CO)C(O)C(O)C2O)OC=C(C(=O)OC)[C@H]1C[C@H]1CC(=O)C[C@H](CC(=O)CCc2ccc(O)cc2)O1 (stereo partly specified),4%,·,9%
S=C(Nc1ccc(Cl)cc1)c1sc(N2CCCCC2)nc1N1CCOCC1,0%,-6%,?
O=C(Nc1cc(Cl)c(O)c(Cl)c1)C1CCCO1 (stereo unspecified),1%,-11%,3%
CC1(C)S[C@@H]2[C@H](NC(=O)[C@H](NC(=O)N3CCN(S(C)(=O)=O)C3=O)c3ccccc3)C(=O)N2[C@H]1C(=O)O,·,-2%,-3%
Cn1c(CSCc2ccccc2)n[nH]c1=S,1%,-3%,8%
O=C(NCCc1c[nH]c2ccccc12)C(=O)Nc1cc2c3c(c1)CC(=O)N3CCC2,-6%,-10%,?
Cc1cc(NC(=O)CSc2nnc(C3COc4ccccc4O3)n2C)no1 (stereo unspecified),10%,-3%,-1%
CCN=C1S/C(=C\c2ccc(Sc3ccc(Cl)cc3)o2)C(=O)N1CC,8%,-6%,-22%
O=c1[nH]c2ccccc2nc1CCc1ccccc1,6%,-15%,-7%
Cc1sc2ncn(CC(=O)N3CCN(c4ccc(F)cc4)CC3)c(=O)c2c1S(=O)(=O)N1CCCCC1,-4%,2%,16µM*
CCOc1ncccc1C(=O)N=C1SCCN1C(=O)c1cccnc1OCC,-2%,-16%,-1%
O=C(CSc1nnnn1-c1cccnc1)NCc1cccs1,-5%,-1%,4%
Cc1ccccc1OCCn1cc(/C=C(\C#N)C(=O)NCc2ccco2)c2ccccc21,-8%,54%,3%
COc1ccccc1Oc1ccc(S(=O)(=O)N2CCCCC2)cc1NC(=O)CCNC(C)=O,6%,-17%,-3%
C=C(C)C1CC=C(C)/C(=N\NC(=O)CNc2cccc3ccccc23)C1 (stereo unspecified),6%,-3%,-12%
CCOC(=O)c1ccc(NS(=O)(=O)c2ccc3c(c2)CCCN3C(C)=O)cc1,0%,-14%,-20%
CNC(=O)C(=O)Nc1nc(C23CC4CC(CC(C4)C2)C3)cs1,-2%,-15%,-1%
Cc1ccccc1N1CCN(CC(=O)Nc2nc(C)c(C(=O)N(C)C)s2)CC1,-8%,?,9%
CCCC(=O)Nc1ccc2nc(SCC(=O)N3CCOCC3)sc2c1,-2%,-21%,?
CCOc1ccc(OCC)c(NS(=O)(=O)c2cc(-c3onc(C)c3C)ccc2OC)c1,26%,-9%,-17%
CCCCn1c(=O)c(-[n+]2ccccc2)c([O-])c2ccccc21,9%,-3%,-13%
CC12CCC(=O)N1C(C(=O)N1CCN(S(=O)(=O)c3ccc(Br)cc3Cl)CC1)CS2 (stereo unspecified),-3%,4%,?
COc1ccccc1-n1nnnc1SCc1cc2c(cc1Br)OCO2,-11%,-13%,-23%
C/C(=N\NC(=O)c1ccccc1)c1cccc(Br)c1,11%,-2%,-31%
COc1cccc(CN2CC(C(=O)N(C)C3CCOCC3)CCC2=O)c1 (stereo unspecified),11%,-8%,19%
O=C(O)CCc1ccc(-c2ccccc2)n1CC(=O)Nc1ccccc1C(F)(F)F,0%,-6%,-9%
COc1ccc(CCNS(=O)(=O)c2ccc(OC)cc2)cc1,8%,-22%,-6%
O=C(CN1C(=O)C2(SCC(=O)N2c2ccc(Cl)cc2)c2ccccc21)NCCc1ccccc1 (stereo unspecified),0%,-1%,?
O=C(CSc1n[nH]c(-c2ccccc2Cl)n1)NCc1ccc(F)cc1,1%,-7%,-29%
O=C(CNC(=O)c1ccc(Br)cc1)OCc1cc([N+](=O)[O-])cc2c1OCOC2,10%,2%,-3%
Cc1ccc(-n2nc(CO)c(C(=O)NCc3cccs3)n2)cc1,-6%,2%,8%
COc1cccc(C(=O)OCCCOC(=O)c2cccc(OC)c2OC)c1OC,0%,·,-22%
Cc1cccc(Nc2nnc(SCC(=O)NCc3cccs3)s2)c1C,11%,-2%,-19%
O=C(NCC1CC1)c1cc(-c2ccccc2)nn1CC1CC(c2cccc([N+](=O)[O-])c2)=NO1 (stereo unspecified),13%,·,?
Cc1cccc2sc(N(CCCN(C)C)C(=O)COc3ccc(Cl)cc3)nc12,9%,-7%,?
CCCOc1ccc(NC(=O)C2CC(=O)N3CCCN=C3S2)cc1 (stereo unspecified),-6%,1%,1%
COc1ccc(C2CC(c3ccc(Cl)cc3)=NN2c2ccc(S(N)(=O)=O)cc2)cc1 (stereo unspecified),3%,-6%,?
O=C(NCc1ccccn1)C1CCCN(S(=O)(=O)c2cc(Cl)ccc2Cl)C1 (stereo unspecified),11%,·,9.2µM*
CCc1ccc(-c2nc(CS(=O)CC(=O)NCCCN3CCC(C)CC3)c(C)o2)cc1 (stereo unspecified),-8%,-6%,?
Cc1cc(C)n(/N=C\c2c(O)ccc3ccccc23)c(=O)c1C(N)=O,-10%,?,-6%
COc1cccc(N2CCN(C(=O)c3cc(-c4ccc(F)cc4)[nH]c3C)CC2)c1,-4%,-28%,15µM*
Cc1ccc(-c2csc(NC(=O)c3ccccc3Cl)c2C(=O)O)cc1,1%,-14%,1%
Cc1ccc(C)c(S(=O)(=O)N2C(=S)NC(=O)C2C(C)C)c1 (stereo unspecified),-2%,-28%,1%
COc1cc(-c2nnc(SCC(=O)Nc3ccc(F)c(Cl)c3)o2)cc(OC)c1OC,-17%,-5%,-4%
CN(C(=O)CC1C(=O)NCCN1Cc1ccc(F)c(F)c1)C1CCCCC1 (stereo unspecified),-1%,0%,2%
COc1ccc(C(=O)NC2CCCN(Cc3ccc(Cl)cc3)C2)c(OC)c1 (stereo unspecified),1%,-3%,16µM*
COCCNC(=O)C(=O)NCC(c1ccc2c(c1)OCO2)N1CCN(c2ccc(F)cc2)CC1 (stereo unspecified),-2%,-2%,-27%
CCn1c(CNC(=O)c2ccc(OC)cc2)nnc1SCC(=O)Nc1cc(C)ccc1C,9%,1%,-18%
CCCN(c1ccccc1F)S(=O)(=O)c1ccc2c(c1)C(C)(C)C(=O)N2C,-8%,2%,?
Cc1cc(C(=O)NCCC2=CCCCC2)c(C)o1,-3%,-5%,?
Cc1oc(-c2ccc(Cl)cc2)cc1C(=O)/C(C#N)=C/Nc1cccc(OC(F)(F)F)c1,-11%,1%,?
CN(CCC#N)C(=O)CSc1nnc(-c2c[nH]c3ccccc23)o1,3%,4%,1%
CCn1cc(S(=O)(=O)c2cccc(Cl)c2)c(=O)c2cc(F)c(N3CCC(C)CC3)cc21,0%,-2%,-4%
Cc1cc(C(=O)Nc2cccc(C)c2C)c2ccccc2n1,8%,-1%,1%
Cc1nc(N2CCOCC2)c2c(C)c(C(=O)Nc3ccccc3C(F)(F)F)sc2n1,0%,-5%,-1%
O=C(CCC(=O)N1CCOCC1)Nc1nnc(C2CCCCC2)s1,1%,-1%,-20%
CN(C)/C=N/c1cc(=O)[nH]c(=O)n1Cc1ccccc1,1%,1%,7%
COc1ccc(N(CC(=O)NCc2cccs2)S(=O)(=O)c2ccc(F)cc2)cc1,-8%,2%,-6%
# (further entries)
SMILES,FEN1 inhibitor,KAT2A inh,DT40 TDP1 CPT
O=C(CSc1cc(Cl)ccc1Cl)NCC(=O)Nc1ccc(F)c(F)c1F,-2%,20%,?
Cc1ccccc1N1CCN(C(=O)CN2C(=O)c3ccccc3C2=O)CC1,5%,-27%,3%
Cc1c(-c2nnc(SCC(=O)Nc3ccc(Cl)cc3)o2)nnn1-c1ccc(F)cc1,-1%,-24%,?
Cc1csc(N2CCN(c3cc4nc(-c5ccncc5)[nH]c4cc3Cl)CC2)n1,1%,-7%,?
COC(=O)c1ccc(Nc2c([N+](=O)[O-])c(=O)oc3ccccc23)cc1,-2%,-5%,0%
Cc1ccc(C)c(C(=O)CCC(=O)NNC(=O)c2cccs2)c1,-1%,-3%,-12%
CC(Sc1nnc(CC(=O)Nc2ccccc2F)n1C)C(=O)Nc1nccs1 (stereo unspecified),-4%,-2%,-2%
CCCCNc1ncnc2c1nnn2Cc1ccccc1Cl,-2%,2%,-19%
S=c1[nH]nc(-c2cccnc2)n1/N=C/C=C/c1ccccc1,16%,-6%,-26%
Cc1ccc(C(=O)NC(C)c2ccc(-n3ccnc3)cc2)cc1 (stereo unspecified),-2%,-7%,8%
Cn1cc(S(=O)(=O)Nc2ccc(Cl)cc2Cl)c(=O)n(C)c1=O,22%,-4%,21µM*
COc1cccc(NC(=O)OCCN2CCN(Cc3ccccc3)CCC2=O)c1,-2%,7%&0%,-21%
CC(C)(C)OC(=O)C(Cl)(C(=O)OC(C)(C)C)c1ccc2nnnn2n1,1%,0%,?
CCN(c1ccccc1)S(=O)(=O)c1cc([N+](=O)[O-])ccc1N,-13%,2%,1%
O=C(Nc1ccccc1-c1ccccc1)c1ccc(Br)o1,7%,-4%,-23%
